# Screening data deposited in PubChem BioAssay by several laboratories.
# VLA-4 inh: inhibition in a human VLA-4 binding assay; VLA-4 expressing cells, ligand binding flow cytometry; AID 2557; P13612; actives 0.2% (n = 330,000); inhibition, % (about 7 µM as worked out from the volumes in the protocol); in the data active = inhibition above about 50%
# GRK2 aptamer HTS: blocks RNA aptamer binding to human GRK2; inhibition of aptamer binding, % at 10 µM; P25098; AID 488847; bead flow cytometry, FAM-aptamer displacement from GRK2; actives 0.59% (n = 330,000);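 active = inhibition of aptamer binding above 40%, roughly 3 SD of noise, on plates passing a quality check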;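 also: median bead fluorescence of bound FAM aptamer so fluorescent compounds give negative values; no value below 0 was filed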
# PP1 inh: counter-screen for PP5 inhibitors: inhibitors of human PP1-alpha; P62136; purified PP1alpha, OMFP fluorescence; inhibition, % at 6.7 µM; actives 0.9% (n = 320,000);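 active = inhibition above the mean inhibition of all tested compounds plus 3 SD, computed separately for each screening campaign, cut at about 15% in these data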
# PP5 inh: blocks human protein phosphatase 5 activity; AID 1987; purified PP5c, OMFP substrate fluorescence; inhibition, % at 6.7 µM; P53041; actives 0.18% (n = 320,000);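 active = inhibition above the campaign's mean inhibition across all tested compounds plus 3 SD, cut at about 9.5% in these data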;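 also: 0% = DMSO only and 100% = 100 µM cantharidin control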
# Target sequence (P53041 whole entry, looked up): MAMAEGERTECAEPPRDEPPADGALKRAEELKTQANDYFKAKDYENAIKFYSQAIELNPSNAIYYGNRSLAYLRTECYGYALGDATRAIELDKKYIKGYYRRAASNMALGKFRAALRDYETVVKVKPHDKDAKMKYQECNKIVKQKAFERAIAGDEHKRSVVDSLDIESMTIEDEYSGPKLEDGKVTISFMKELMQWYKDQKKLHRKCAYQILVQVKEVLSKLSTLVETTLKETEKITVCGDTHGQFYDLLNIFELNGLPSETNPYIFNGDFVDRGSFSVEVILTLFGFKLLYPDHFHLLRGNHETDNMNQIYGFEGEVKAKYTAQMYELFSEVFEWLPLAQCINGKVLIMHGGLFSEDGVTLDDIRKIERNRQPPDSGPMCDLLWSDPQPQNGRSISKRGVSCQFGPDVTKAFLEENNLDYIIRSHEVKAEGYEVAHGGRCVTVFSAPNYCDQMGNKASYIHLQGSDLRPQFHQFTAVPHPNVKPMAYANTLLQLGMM
# Fh CTSL1 inh: cathepsin L1 inhibition, PFM18AAP counter-screen. recombinant F. hepatica cathepsin L1, Z-Leu-Arg-MCA fluorescence. inhibition, % at 5.96 µM. actives 0.49% (n = 300,000);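 active = inhibition above the mean of all tested compounds plus 3 SD, set per screening campaign, cut at about 17% in these data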;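 also: 0% = plate median of test compound wells and 100% = 1 µM Z-Phe-Ala-diazomethylketone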
# GASC-1 inh: blocks human GASC-1 demethylase activity; GST-JMJD2C(1-420) H3K9me3 demethylation, DELFIA europium; inhibition, % at 2.35 µM; actives 0.069% (n = 330,000);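 active = more than half of a compound's replicate wells show inhibition beyond 50%, single wells judged on their own value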;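 also: signal counts dimethyl H3K9 product captured on neutravidin plate; 0% = median of DMSO wells and 100% = 0.3 times that DMSO median; strong numbers were not always called active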
# Target sequence (Q9H3R0 1-420 limits assumed): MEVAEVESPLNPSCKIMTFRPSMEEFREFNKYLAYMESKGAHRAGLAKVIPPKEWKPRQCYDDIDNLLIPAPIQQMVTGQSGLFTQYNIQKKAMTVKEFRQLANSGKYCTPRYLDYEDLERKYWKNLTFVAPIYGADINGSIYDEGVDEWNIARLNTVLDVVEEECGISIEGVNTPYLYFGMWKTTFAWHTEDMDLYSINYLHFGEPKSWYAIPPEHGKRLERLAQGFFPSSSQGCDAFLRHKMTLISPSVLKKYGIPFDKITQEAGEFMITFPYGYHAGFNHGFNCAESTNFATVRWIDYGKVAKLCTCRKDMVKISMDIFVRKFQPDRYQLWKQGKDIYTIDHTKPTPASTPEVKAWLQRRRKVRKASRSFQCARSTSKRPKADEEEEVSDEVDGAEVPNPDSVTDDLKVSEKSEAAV
# core dimer inh: blocks dimerization of HCV core protein; inhibition, % at 5 µM; AID 1899; actives 0.33% (n = 300,000); TR-FRET GST/Flag-core106 dimerization, 1536-well;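 active = inhibition above the mean of all tested compounds plus 3 SD, set per screening campaign, cut at about 45% in these data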
#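 assay system = GST-tagged and Flag-tagged HCV core protein residues 1-106 | controls = unlabelled core106 and no-GST-core106 wells | incubation = compound-protein-antibody incubation 4 h at 22.5 °C | probe or stimulus = Eu donor and XL665 acceptor anti-tag antibodies | read-out = % inhibition based on acceptor/donor emission ratio | signal = TR-FRET 671 and 617 nm emission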
# procasp7 counter: activates human procaspase-7, counter-screen for procaspase-3 activators; P55210; recombinant procaspase-7, Ac-DEVD-pNA absorbance 405 nm; D23A/D198A/D206A triple mutant, cannot self-cleave; scale: DMSO 0, 5 µM enzyme 100; activation, % at 8.5 µM; actives 0.093% (n = 330,000); AID 463210;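 active = percent activation above the screen-wide mean plus 3 SD, cut at about 25% in these data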
#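 Material: Procaspase-7 triple mutant (PC-7 D3A) | Quantity: 2 µM procaspase-7 mutant as dispensed | Reagent: DEVD-pNA substrate | Times: 1 h preincubation, 2 h reaction | Technique: 405 nm absorbance of p-nitroaniline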
# procasp3 activ: activators of human procaspase-3. recombinant procaspase-3 D3A, Ac-DEVD-pNA absorbance 405 nm. actives 0.11% (n = 330,000). activation, % at 8.5 µM;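 active = activation above the mean of all tested compounds plus 3 SD, cut at about 21% in these data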;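 also: 0% = DMSO alone and 100% = DMSO wells spiked with extra 5 µM PC-3 D3A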
#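 assay system = Procaspase-3 D3A mutant | signal = absorbance at 405 nm, 0 and 120 min | times = 1 h preincubation plus 2 h reaction at 25 °C | repeats = single replicate | read-out = % activation between DMSO and enzyme-spiked controls | medium = Zinc-free HEPES saline buffer with Triton X-100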
# Numbers without * were called inactive; x = no result given.
SMILES,VLA-4 inh,GRK2 aptamer HTS,PP1 inh,PP5 inh,Fh CTSL1 inh,GASC-1 inh,core dimer inh,procasp7 counter,procasp3 activ
O=C(Cc1ccc(Cl)c(Cl)c1)NC1CCCCCC1,6,0,3,1.4,3,1,6,-1,1
CO[C@H]1[C@@H]2C=CO[C@@H](O[C@H]3O[C@@H](CO)[C@H](O)[C@@H](O)[C@@H]3O)[C@@H]2[C@@]2(CO)O[C@@H]12,3,0,-5,-1.9,x,-6,x,-5,3
Cc1c(Cl)cccc1NC(=O)NCc1ccc(C)n1C,12,4,1,0.3,1,-3,-4,1,-1
CCS(=O)(=O)Nc1cccc(C2=NN(S(C)(=O)=O)C(c3cccs3)C2)c1 (stereo not drawn),-1,0,9,2.0,1,2,3,2,3
Cc1[nH]c(=O)[nH]c(=O)c1CSc1nnc([C@@H](NC(=O)OC(C)(C)C)C(C)C)o1,0,1,-2,-0.5,4,7,-3,12,1
CCn1cc(CN2CCC(C(=O)Nc3ccc(Oc4ccccc4)nc3)CC2)cn1,14,0,-2,-1.2,3,2,8,4,5
O=[N+]([O-])c1ccc(Sc2cccc3cccnc23)c2cccnc12,22,2,-1,-1.8,11,-11,5,2,8
COC(=O)C1=CN(Cc2ccc(OC)cc2)C=C(C(=O)OC)C1c1ccc(O)c(OC)c1,-2,0,-2,1.0,2,5,4,10,5
COc1ccc(CCNC(=O)COC(=O)Cn2cnc3c2c(=O)n(C)c(=O)n3C)cc1,12,0,-2,-1.8,x,x,x,13,8
Cn1c2ccccc2c(=O)c2c(O)cccc21,11,0,-2,1.8,-2,11,-7,-10,12
CCOC(=O)c1ccc(N/C=C2/CCCC(C)C2=O)cc1 (stereo not drawn),4,0,-1,1.4,3,1,4,6,-5
O=C(NNc1nc2ccc(F)cc2s1)c1cccc(F)c1,10,0,4,2.9,2,8,-2,-3,-10
C=CCN1CCN(c2ccncc2S(=O)(=O)N2CCCCC2)CC1,-16,1,5,4.2,-1,19,-1,-6,7
Cc1ccc2c(c1)N(CCC(=O)NCCCN1CCCC1)C(=O)CO2,1,0,0,-1.4,2,18,2,-1,-4
Cc1nn(C(C)C(=O)NC2CCC(C)CC2)c(=O)c2nn(-c3ccccc3)c(C)c12 (stereo not drawn),0,2,-4,0.4,0,-3,14,3,-10
COc1cc([C@@H]2CC=C(C(=O)O)[C@H](c3ccc(C)cc3)N2S(=O)(=O)c2ccc(C)cc2)cc(OC)c1OC,-7,3,x,x,x,x,x,4,-2
COC(=O)c1cc2ccsc2n1Cc1nc(-c2ccc(Cl)cc2)oc1C,12,0,2,0.6,1,0,-4,1,7
COCCN(C(=S)Nc1ccccc1C)C(C)c1cccnc1 (stereo not drawn),30,4,-3,-1.5,3,2,-2,-2,-4
CNc1nnc(CSc2nc(C)cc(C)n2)s1,-4,3,-1,-0.1,1,4,-3,12,3
O=C(c1ccc(N2CCCC2)c([N+](=O)[O-])c1)N1CCN(S(=O)(=O)c2ccc(Cl)cc2)CC1,2,3,6,3.9,2,-4,16,7,-4
FC(F)Sc1nc(-c2ccccc2)c(-c2ccccc2)n1C(F)F,4,0,-1,5.8,3,-1,4,2,0
Cc1ccc(C(=O)COC(=O)CNC(=O)C(c2ccccc2)c2ccccc2)cc1[N+](=O)[O-],-7,0,3,3.2,-6,-6,1,8,-1
CC(=O)NC(=S)Nc1ccc(NC(=S)NC(=O)/C=C/c2ccco2)cc1,-5,2,5,0.4,0,9,18,6,-9
COc1ccc(C(=O)NC2CCc3ccccc32)cc1OC1CCN(C(C)=O)CC1 (stereo not drawn),-4,1,3,-0.3,0,5,-3,4,-1
CC(C)(C)c1ccc(C(=O)Nc2cccc(S(=O)(=O)NC3=NCCC3)c2)cc1,7,0,0,2.0,x,-9,x,-2,10

# Single entries from the results shown:
# Under PP1 inh, `CO[C@H]1[C@@H]2C=CO[C@@H](O[C@H]3O[C@@H](CO)[C@H](O)[C@@H](O)[C@@H]3O)[C@@H]2[C@@]2(CO)O[C@@H]12` has the entry -5
# Under procasp7 counter, `COc1ccc(C(=O)NC2CCc3ccccc32)cc1OC1CCN(C(C)=O)CC1` (stereo not drawn) has the entry 4
# Under Fh CTSL1 inh, `CCOC(=O)c1ccc(N/C=C2/CCCC(C)C2=O)cc1` (stereo not drawn) has the entry 3

# Later entries:
SMILES,VLA-4 inh,GRK2 aptamer HTS,PP1 inh,PP5 inh,Fh CTSL1 inh,GASC-1 inh,core dimer inh,procasp7 counter,procasp3 activ
FC(F)(F)c1ccc(Oc2ccc3c(C(F)(F)F)cc(C(F)(F)F)nc3n2)cc1,-7,0,-1,-0.9,-3,-4,-7,-4,4
CCC(C)c1ccc(C2C3=C(Nc4nc(N)[nH]c(=O)c42)c2ccccc2C3=O)cc1 (stereo not drawn),3,1,10,0.8,-2,-1,11,4,5
CC1CCc2sc(C(=O)N/N=C/C3CCCCC3)cc2C1 (stereo not drawn),17,0,2,2.0,0,6,4,1,-10
CCS(=O)(=O)N1CCC(C(=O)N2CCN(c3ccccc3)CC2)CC1,-6,0,-5,1.1,0,3,4,4,-2
c1cc(-c2nnn(CCOCCn3nnc(-c4ccncc4)n3)n2)ccn1,39,0,6,1.3,1,8,-2,5,-3
O=C(O)CCC(=O)Nc1ccc2c(c1)oc1ccccc12,3,3,-2,-2.3,0,7,-3,-7,4
O=C1COc2ccc(-c3csc(NCC4CCCO4)n3)cc2N1 (stereo not drawn),-19,0,4,-6.6,7,-4,-25,-9,-24
CCOC(=O)C(=O)N1CCN(c2ccccc2OC)CC1,-8,0,0,-0.3,1,0,-3,5,8
Cc1ccc(S(=O)(=O)c2ccc(Cl)cc2)cc1S(=O)(=O)NC(C(=O)O)C(C)C (stereo not drawn),16,20,-4,-0.5,-4,-5,-5,-2,-2
O=C(CN1C(=O)NC2(CCCC2)C1=O)OCCOc1ccccc1,16,0,2,4.2,-1,2,5,-2,8
CCc1ccc(C(=O)Nc2cc(C)ccc2F)s1,-5,1,-1,0.9,-2,-16,2,-5,7
CC(C)(C)NCC(O)(c1ccc(Cl)cc1)c1ccc(Cl)cc1,5,0,-1,-1.9,-3,-16,-2,4,-4
CCN(CC)S(=O)(=O)c1ccc(NCCc2ccccn2)nc1,9,0,-6,-1.7,-2,0,8,14,-4
CN(Cc1ccco1)C(=O)C1CCCN(c2ncnc3c2nc2n3CCCCC2)C1 (stereo not drawn),5,1,-2,2.1,-2,-5,-11,-2,2
CCOC(=O)C1Nc2c(F)cc(C)cc2C2c3ccccc3CC12 (stereo not drawn),-10,1,0,-5.6,4,-3,-12,-3,2
N#C/C(=C/c1ccccc1[N+](=O)[O-])c1nc(C2CC2)cs1,14,6,0,1.1,2,4,1,-26,-10
COCCCN1CN(S(=O)(=O)c2ccc(Cl)cc2)c2nc3ccccc3nc21,-6,0,3,1.1,4,2,3,8,-7
Cc1cc(C)nc(NC2=NCCN2C(=S)Nc2ccc(C)c(C)c2)n1,12,0,1,-0.6,1,-11,1,9,-1
COCCNC(=O)CSc1cc(=O)n(C)c2cc(Cl)ccc12,0,3,-4,1.9,0,-10,-10,4,-10
Cc1ccc(CNC(=O)CCS(=O)(=O)c2ccc3c(c2)NC(=O)C(C)S3)cc1 (stereo not drawn),3,8,1,-0.4,0,-1,7,1,0
CCn1c(C)nc2cc(C(N)=O)ccc21,-1,0,0,-0.6,2,-38,-9,14,5
CCN1CCCC1CNC(=O)C(=O)Nc1cccc(OC)c1 (stereo not drawn),17,0,-1,-0.5,2,-6,-3,1,1
CC1CCC2(CC1)NC(=S)N(C(C)(C)C)N2 (stereo not drawn),11,1,0,-0.6,-6,-21,-2,-13,5
Nc1c(C(=O)N/N=C/c2cccnc2)cnn1-c1ccccc1,19,x,1,0.2,4,-4,-1,-6,5
O=c1c2ccccc2nc(SCc2cn3ccsc3n2)n1-c1ccc(F)cc1,1,3,5,5.2,-7,0,10,12,1

# Sorted by value in GRK2 aptamer HTS (descending): some entries from above.
Molecule | VLA-4 inh | GRK2 aptamer HTS | PP5 inh | GASC-1 inh | core dimer inh | procasp3 activ
Cc1ccc(CNC(=O)CCS(=O)(=O)c2ccc3c(c2)NC(=O)C(C)S3)cc1 (stereo not drawn) | 3 | 8 | -0.4 | -1 | 7 | 0
N#C/C(=C/c1ccccc1[N+](=O)[O-])c1nc(C2CC2)cs1 | 14 | 6 | 1.1 | 4 | 1 | -10
O=C(O)CCC(=O)Nc1ccc2c(c1)oc1ccccc12 | 3 | 3 | -2.3 | 7 | -3 | 4
CCC(C)c1ccc(C2C3=C(Nc4nc(N)[nH]c(=O)c42)c2ccccc2C3=O)cc1 (stereo not drawn) | 3 | 1 | 0.8 | -1 | 11 | 5
COc1ccc(CCNC(=O)COC(=O)Cn2cnc3c2c(=O)n(C)c(=O)n3C)cc1 | 12 | 0 | -1.8 | x | x | 8

# Next part
SMILES,VLA-4 inh,GRK2 aptamer HTS,PP1 inh,PP5 inh,Fh CTSL1 inh,GASC-1 inh,core dimer inh,procasp7 counter,procasp3 activ
C#CCOc1ccc(CNC[C@H]2O[C@@H](n3cnc4c(N)ncnc43)[C@H](O)[C@@H]2O)cc1,-12,0,x,x,x,29,x,6,3
Cc1ccccc1Cn1ccc(NC(=O)c2cnn3c2NC(c2ccccc2)CC3C(F)(F)F)n1 (stereo not drawn),-3,2,-3,5.2,5,-1,9,-6,6
CCOc1ccc(C2C(C(=O)Nc3ccccc3)=C(C)N=c3s/c(=C/c4cccc(OCC(=O)O)c4)c(=O)n32)cc1 (stereo not drawn),-3,3,7,3.0,5,4,28,1,-5
O=C(NCc1ccccn1)C(=O)NCC1OCCCN1S(=O)(=O)c1ccc(F)cc1 (stereo not drawn),12,0,-3,1.2,-1,-13,2,1,2
Cc1ccc(S(=O)(=O)N(C)CC(=O)Nc2cccnc2)cc1,17,0,4,1.3,-1,-1,0,-6,2
NC(=O)c1c(N)sc2c1CCCCC2,2,3,0,1.1,-5,12,10,-35,-22
